Bioassay records deposited in PubChem by The Scripps Research Institute Molecular Screening Center.
Tn6 DDE FP – inhibitors of Tn6 peptide binding to fibrin DD(E), primary screen, biochemical, fluorescence polarization, human fibrin, Tn6 probe; Fibrinogen beta chain (Homo sapiens), P02675; Fibrin DD(E) TRITC-Tn6 fluorescence polarization displacement; inhibition, % at 8.3 µM; hit rate 0.21% among 370,000; AID 720509, 2013;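 active means inhibition above a per-campaign cutoff: mean of compounds within control limits plus 3 SD, cut at about 15% in these data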;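 further: 0% = median of all compound wells on the plate and 100% = blocking peptide control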
Target sequence (P02675 whole entry, looked up): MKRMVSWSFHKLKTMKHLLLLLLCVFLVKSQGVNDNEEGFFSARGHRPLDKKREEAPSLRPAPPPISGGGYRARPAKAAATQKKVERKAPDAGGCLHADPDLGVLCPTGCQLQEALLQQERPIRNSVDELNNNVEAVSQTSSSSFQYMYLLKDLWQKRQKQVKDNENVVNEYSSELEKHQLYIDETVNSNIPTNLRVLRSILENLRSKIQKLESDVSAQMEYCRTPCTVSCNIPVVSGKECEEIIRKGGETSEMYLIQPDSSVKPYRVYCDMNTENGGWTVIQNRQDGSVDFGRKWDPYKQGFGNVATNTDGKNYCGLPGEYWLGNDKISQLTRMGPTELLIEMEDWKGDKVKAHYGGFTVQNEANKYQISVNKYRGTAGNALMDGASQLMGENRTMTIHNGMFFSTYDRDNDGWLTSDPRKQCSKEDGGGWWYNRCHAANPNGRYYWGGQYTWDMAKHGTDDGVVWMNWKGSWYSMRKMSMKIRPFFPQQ
ARFGAP1 inh – inhibitors of rat ARFGAP1 GAP activity, primary screen, biochemical, fluorescence polarization, GDP tracer. hit rate 0.26% among 360,000. Arfgap1-stimulated ARF1 GTP hydrolysis, GDP FP detection. ADP-ribosylation factor GTPase-activating protein 1 (Rattus norvegicus), Q62848. inhibition, % at 16.5 µM;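 active means inhibition above a per-plate limit, mean inhibition of low control wells plus 3 SD, cut at about 25% in these data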;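 further: 0% = DMSO wells with enzyme and 100% = wells lacking Arfgap1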
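Replicates: Single well per compound | Assay system: Truncated rat Arfgap1 GAP domain | Control set: No-Arfgap1 wells (100%) versus DMSO full-reaction wells (0%) | Times: Enzyme reaction 120 min at 25 °C after 20 min preincubation | Reagent: Human ARF1(Δ1-17)-GTP substrate | Measured by: Tracer-displacement fluorescence polarization with EDTA stop, 620/688 nm | Measure: Percent inhibition of Arfgap1-stimulated GTP hydrolysis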
ASAP1 GAP inh – inhibitors of human ASAP1 ArfGAP activity, primary screen, biochemical, fluorescence polarization; hit rate 0.19% among 360,000; ASAP1-stimulated ARF1 GTP hydrolysis, GDP FP detection; AID 624377, 2012; inhibition, % at 16.5 µM; Arf-GAP with SH3 domain, ANK repeat and PH domain-containing protein 1 (Homo sapiens), …; in the data active means inhibition above about 25%;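 further: 0% = vehicle with enzyme and substrate and 100% = no enzyme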
PLC-gamma1 inh – PLC-gamma1 enzyme inhibitors, primary screen, biochemical, fluorescence, purified enzyme. 1-phosphatidylinositol 4,5-bisphosphate phosphodiesterase gamma-1 (Homo sapiens), P19174. AID 720700, 2013. inhibition, % at 12.2 µM. fluorogenic substrate. hit rate 0.84% among 370,000; in the data active means inhibition above about 9.5%
ADAM10 inh – human ADAM10 inhibitors, primary screen, biochemical, QFRET, HTS. Disintegrin and metalloproteinase domain-containing protein 10 (Homo sapiens), O14672. recombinant ADAM10, EDANS/DABCYL FRET peptide cleavage, 3 h. inhibition, % at 7 µM. hit rate 0.62% among 370,000;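 active means inhibition above a per-campaign cutoff equal to the mean of compounds falling between control-based bounds plus 3 SD, cut at about 20% in these data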;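 further: 0% = DMSO wells while the 100% control is not disclosed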
DDE Tn7 FP inh – inhibitors of Tn7 peptide binding to fibrin DD(E), primary screen, biochemical, fluorescence polarization, human fibrin, Tn7 probe. Fibrinogen beta chain (Homo sapiens), P02675. FP displacement of FITC-Tn7 peptide from fibrin DD(E); 0% = median of compound wells per plate. inhibition, % at 8.3 µM. hit rate 0.13% among 370,000. AID 720508, 2013;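 active means inhibition above the mean of compounds falling within the control limits plus 3 SD of them, cut at about 14% in these data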;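 further: 0% = plate median of compound wells and 100% = 10 µM Aha-Tn7 peptide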
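Assay system: human fibrin DD(E) protein / Input: 2 µM fibrin DD(E) / Benchmarks: high control of 10 µM Aha-Tn7 peptide / Measured by: fluorescence polarization of the labelled Tn7 tracer / Medium: Tris buffer with calcium and detergent, pH 7.8 / Timing: 10 min compound pre-incubation, 3 h probe incubation at room temperature / Repeats: one replicate per compound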
TDP2 absorb – human TDP2 enzyme inhibitors, primary screen, biochemical, epi absorbance, recombinant enzyme | Tyrosyl-DNA phosphodiesterase 2 (Homo sapiens), O95551 | T5PNP hydrolysis, p-nitrophenol absorbance 415 nm | inhibition, % at 12.8 µM | hit rate 0.34% among 370,000;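 active means inhibition above the mean of all tested compounds plus 3 SD, set per campaign, cut at about 25% in these data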;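 further: 0% = DMSO with enzyme and 100% = buffer with substrate but no TDP2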
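Read-out basis: percent inhibition. System: recombinant human TDP2. Buffer or medium: Mg2+-containing Tris-HCl buffer, pH 7.5. Repeats: single replicate. Timing: reaction 2 h, 37 °C. Benchmarks: high control without enzyme, low control DMSO plus TDP2. Probe or stimulus: 5 mM T5PNP. Doses: 12.8 µM only. Measured by: epi absorbance of p-nitrophenol freed from T5PNP by hydrolysis.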
ADAM17 inh – ADAM17 inhibitors, primary screen, biochemical, QFRET | Disintegrin and metalloproteinase domain-containing protein 17 (Homo sapiens), P78536 | recombinant ADAM17, EDANS/DABCYL FRET peptide cleavage | inhibition, % at 6.95 µM | hit rate 0.83% among 370,000;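 active means inhibition above the mean of compounds lying between control limits plus 3 SD, set per campaign, cut at about 8.5% in these data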;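 further: 0% = DMSO-only wells as the low control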
PLC-beta3 inh – human PLC-beta3 inhibitors, primary screen, biochemical, fluorescence | 1-phosphatidylinositol 4,5-bisphosphate phosphodiesterase beta-3 (Homo sapiens), Q01970 | Purified PLC-beta3, fluorogenic substrate | inhibition, % at 12.2 µM | hit rate 0.18% among 370,000 | AID 720704, 2013; in the data active means inhibition above about 11%;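 further: 0% = median of compound wells on plate and 100% = full blocker control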
SIAE primary – human SIAE inhibitors, primary screen, biochemical, fluorescence polarization, FP-Rh probe, 1536-well HTS; Sialate O-acetylesterase (Homo sapiens), Q9HAT2; SIAE FP-Rh probe binding; inhibition, % at 9.66 µM; hit rate 0.69% among 370,000;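 active means inhibition above a cutoff: mean of compounds within the control limits plus 3 SD of those, cut at about 17% in these data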;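 further: 0% = plate median of compound wells and 100% = probe without SIAE protein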
Target sequence (Q9HAT2 whole entry, looked up): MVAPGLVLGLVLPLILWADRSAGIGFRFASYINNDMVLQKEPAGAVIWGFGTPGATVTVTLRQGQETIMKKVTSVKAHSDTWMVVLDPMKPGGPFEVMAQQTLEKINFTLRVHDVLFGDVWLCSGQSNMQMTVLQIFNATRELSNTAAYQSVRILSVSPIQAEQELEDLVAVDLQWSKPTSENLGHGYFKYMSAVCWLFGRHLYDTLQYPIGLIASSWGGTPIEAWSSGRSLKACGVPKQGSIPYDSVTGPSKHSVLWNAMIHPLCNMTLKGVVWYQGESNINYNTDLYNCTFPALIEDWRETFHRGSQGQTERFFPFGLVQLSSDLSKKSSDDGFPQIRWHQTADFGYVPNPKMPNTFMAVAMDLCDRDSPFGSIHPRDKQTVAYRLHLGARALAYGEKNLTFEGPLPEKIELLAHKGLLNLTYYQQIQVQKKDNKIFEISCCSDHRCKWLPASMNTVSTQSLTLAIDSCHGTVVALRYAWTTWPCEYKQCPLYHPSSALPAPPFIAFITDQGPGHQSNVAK
Active calls of the source: *; i = inactive; nt = no result given. Random draw from the library. About 3.6% of those tested had a hit in this group.

nr	Tn6 DDE FP	ARFGAP1 inh	ASAP1 GAP inh	PLC-gamma1 inh	ADAM10 inh	DDE Tn7 FP inh	TDP2 absorb	ADAM17 inh	PLC-beta3 inh	SIAE primary	Structure
1	2	-4	-18	1	-4	10	7	1	4	4	CC1CCCCN1C(=O)Cn1c(=O)oc2cc(S(=O)(=O)N3CCCC3)ccc21 (stereo not drawn)
2	-5	8	-2	2	4	7	-6	-3	-2	-4	COc1ccc(CN2CCCCC2C)cc1OC (stereo not drawn)
3	-4	5	-3	0	-4	0	5	0	-6	1	O=C(NCc1ccc(F)cc1)C1(S(=O)(=O)c2ccc(Cl)cc2)CC1
4	-7	4	6	2	-10	-4	-2	5	3	-3	CN1OC[C@@H]2CN(Cc3ccccc3)[C@H](c3cccc(-c4ccc(C#N)cc4)c3)C[C@@H]21
5	6	11	-2	0	-5	-5	0	-3	1	-7	O=C(NCCCNC(=O)c1ccco1)c1ccco1
6	10	7	6	-1	-3	-8	12	-2	-6	2	O=C1COc2ccc(S(=O)(=O)NCCc3ccccc3)cc2N1
7	-6	-11	-5	0	-11	-7	4	1	1	-6	COc1ccc(N(CC(=O)NC2CCCCC2)S(=O)(=O)c2cccnc2)cc1
8	2	17	-7	-75	-297	10	0	-108	-116	-6	COc1ccc(N(Cc2cc3cc(OC)ccc3[nH]c2=O)S(=O)(=O)c2ccc(NC(C)=O)cc2)cc1
9	-1	-4	0	-19	2	6	-2	-3	-23	4	O=C1C2C3CCCC3=C3CCCC3C2C(=O)N1c1cccc(Cl)c1 (stereo not drawn)
10	-1	3	-2	1	-6	5	2	-3	-5	0	CC(Sc1nnc(N)s1)C(=O)NC1CCCCC1C (stereo not drawn)
11	5	9	-1	-4	0	-4	-3	4	-3	-2	CCOc1ccc(NCC(=O)c2ccc(C)cc2)cc1
12	-2	-7	8	3	0	1	0	-3	4	-7	CC(C)(C)c1ccc(C(=O)OCC(=O)NC2CC2)cc1
13	8	-1	2	-1	-4	-2	0	-4	2	3	Cc1ccnc(NC(=O)CCC(=O)N(CC(=O)NC(C)(C)C)c2ccc3c(c2)OCCO3)c1
14	-4	-2	7	0	-6	2	-1	-1	-4	0	COc1cc(C(=O)NC(=S)Nc2ccc3c(c2)OCO3)cc(OC)c1OC
15	15*	-16	-3	-2	6	6	-8	1	2	3	O=C(COC(=O)C1CC1)Nc1ccc(OC(F)F)cc1
16	-3	-9	6	5	17	-4	7	1	4	-4	O=C(CN1CCN(S(=O)(=O)c2ccccc2)CC1)Nc1ccc([N+](=O)[O-])cc1
17	-2	4	3	-2	3	3	-10	0	-7	-2	CCc1ccc(-c2csc(NC(=O)C3=NN(c4ccccc4)C(=O)CC3)n2)cc1
18	7	-3	-8	1	-3	-4	13	-2	0	14	COC(=O)[C@H]1C[C@H]1[C@@H](NC(=O)c1cccnc1)c1ccccc1
19	-7	0	12	-2	-6	8	5	-4	-2	0	O=S(=O)(NCCc1ccc(F)cc1)c1ccc(F)cc1Br
20	-7	-9	4	5	-5	-2	1	-6	-7	8	Cc1ccc(C)c(S(=O)(=O)N2CCN(CC(=O)NC(C)c3ccccc3)CC2)c1 (stereo not drawn)
21	5	-4	1	-22	2	8	-9	2	-30	14	O=C(C1=C(O)/C(=C/c2ccc(O)cc2)CCC1)C(F)(F)F
22	-4	-1	7	-1	0	-2	3	-6	-9	-5	CCc1noc(C)c1C(=O)OCC(=O)N(C)c1c(N)n(Cc2ccccc2)c(=O)[nH]c1=O
23	8	4	7	3	0	1	11	0	0	10	CC(C)OCCCNC(=O)c1ccc(CS(=O)(=O)c2cccc(C(F)(F)F)c2)o1
24	-6	11	-2	0	1	1	-3	-3	-5	1	O=C(NS(=O)(=O)Oc1ccc(F)cc1F)OC[C@@H]1CCCN2CCCCC12 (stereo partly drawn)
25	-2	-19	3	-65	-363	-2	6	-82	-102	-1	COc1cc2[nH]c(-c3cccc(F)c3)cc(=O)c2cc1OC

More records.
nr	Tn6 DDE FP	ARFGAP1 inh	ASAP1 GAP inh	PLC-gamma1 inh	ADAM10 inh	DDE Tn7 FP inh	TDP2 absorb	ADAM17 inh	PLC-beta3 inh	SIAE primary	Structure
26	3	2	8	5	-1	-9	5	2	-1	2	O=C(NN1CCOCC1)c1ccc(Cl)c(Cl)c1
27	-6	14	3	4	-5	-10	-5	2	-2	1	CN(C)c1nc(N(C)C)nc(N2CC(CCl)OC2=N)n1 (stereo not drawn)
28	9	4	4	5	12	-2	-10	0	3	-3	O=C(Nc1ncc(Cc2cccc(Cl)c2)s1)C1CCCO1 (stereo not drawn)
29	0	14	-4	2	6	0	-11	4	2	-2	Cc1nnc(SCc2cc([N+](=O)[O-])cc3c2OCOC3)n(N)c1=O
30	0	-8	2	-3	5	5	9	3	-2	1	O=C(NCc1ccco1)c1cc2sccc2n1Cc1ccc(F)cc1
31	5	4	-10	-5	-15	12	-5	-3	-18	4	COc1ccccc1NS(=O)(=O)c1ccc(C)c(C(=O)N2CCN(c3ccc(O)cc3)CC2)c1
32	11	-3	12	-7	-25	-1	1	-16	-12	-4	COC(=O)c1cc(N=C(N)N=C(N)N)cc(C(=O)OC)c1
33	-5	2	-7	2	8	3	-9	2	3	-5	CCCCNC(=O)Cc1ccc(Br)cc1
34	6	-2	-3	4	2	8	-3	-2	3	-3	CC(C)NC(=O)c1onc(CSc2ccc(F)cc2)c1C(=O)NC(C)C
35	-5	5	16	-9	-2	-4	-4	-4	-12	0	CC(=O)c1ccc(N(C)C)c2c(N(C)C)cccc12
36	-5	1	0	1	10	-6	-1	2	5	-19	Cc1ccc(S(=O)(=O)N2[C@H](c3ccccc3)CC(=O)[C@@H]3CN(S(=O)(=O)c4ccccc4)[C@H](c4ccccc4)C[C@@H]32)cc1
37	-3	nt	nt	5	-2	1	0	-4	4	-4	CCN(CC)C(=O)CC[C@H]1CC[C@]2(CCCN(Cc3ccc(Br)cc3)C2)O1
38	-4	10	-12	2	3	2	1	1	-3	1	COc1ccccc1S(=O)(=O)N(C)C[C@H]1Oc2cc(C#CCC3CCCC3)ccc2S(=O)(=O)N([C@H](C)CO)C[C@H]1C
39	4	3	7	1	3	5	5	1	-2	-11	COC12CC(=O)C(C(C)=O)=C(O)C1(C)c1c(O)c(C)c(O)c(C(C)=O)c1O2 (stereo not drawn)
40	2	9	5	-2	-11	3	14	-2	-9	-2	CCCC(=O)Nc1cc(C(=O)O)ccc1Sc1ccc(C)cc1
41	-3	-1	0	-1	-5	6	1	-4	-5	6	COc1ccc(/C=N/N2C(=O)c3ccccc3C2=O)cc1
42	-4	4	-5	-381	-262	-10	0	-94	i	4	COc1cc2c(cc1OC)CN(Cc1nc3ccsc3c(=O)[nH]1)CC2
43	-12	7	4	-3	-11	-1	-13	-3	-13	-8	CCCCOC(=O)c1ccc(NC(=O)C(=O)CC(=O)c2ccc(OC)cc2)cc1
44	3	6	0	1	-1	-7	8	-2	1	-8	CCN(CC)C(=O)c1cnn(-c2ccccc2)c1NC(=O)c1cccc(F)c1
45	-4	-3	3	1	-3	-2	-4	0	1	-2	Nc1ccc(C(=O)OCC(=O)N2CCOCC2)cc1[N+](=O)[O-]
46	1	10	0	3	-2	2	-12	-4	-13	3	O=C(COC(=O)c1ccc(S(=O)(=O)N2CCCCC2)cc1)Nc1ccccc1Cl
47	-2	-1	-3	1	-5	0	3	-4	-6	4	O=C(NCCc1ccccc1)C1=COCCO1
48	-2	-4	-12	-3	8	2	-8	2	1	-1	CCOc1ccc(NC(=O)Cn2nc(C(N)=O)c3ccccc3c2=O)cc1S(=O)(=O)N1CCCC1
49	3	6	-5	1	1	5	10	-2	-2	3	O=C(COc1nncc2ccccc12)Nc1ccc(F)c(F)c1
50	5	-4	-2	0	6	5	-3	2	-5	-6	CCOc1ccc(C)cc1S(=O)(=O)n1cnc2ccccc21
51	0	11	2	0	-4	4	3	-4	-7	-6	Cc1c(Cl)c([N+](=O)[O-])nn1Cc1ccc(C(=O)NN)o1
52	3	0	-1	-2	-15	-2	4	-12	-6	10	CNC(=O)c1ncoc1-c1ccc(Cl)cc1
